Source: PubChem
XiGFP reactiv = X-chromosome reactivation activator; XiGFP mouse fibroblasts, % GFP-positive cells imaging, 3 d; cells co-treated with 5-aza-dC sensitizer; scaled so ellipticine positive control = 100%; activation, % at 7.58 µM; hit rate 0.055% among 360,000; AID 743238;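 active means mean normalized replicate activation at least 10% and every replicate at or above 10%; inconclusive means only one of the two criteria met; inactive means mean below 10% and not all replicates reach 10%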;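 further: 0% = median of on-plate neutral control wells and 100% = ellipticine 6 µM median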
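Material: SV40-immortalized XiGFP fibroblast cells, line 68-5-11 | Buffer or medium: DMEM containing 5-aza-dC | Dosing: One concentration, pinned | Times: 3 d treatment, 15 min room-temperature fixation | Controls: Ellipticine 6 µM positive control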
E-selectin induc = induces E-selectin expression in human endothelial cells; HUVEC E-selectin immunofluorescence imaging; normalized: neutral wells 0, TNF-alpha wells 100; AID 686992; hit rate 0.37% among 260,000; P16581; activation, % at 7.58 µM;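 active means mean E-selectin-positive cell signal at least 10% of the positive control, reached in at least 60% of replicates, without over 20% cell loss; inconclusive means no rule given, readout overlaps actives, possibly toxicity-flagged; inactive means the rest, including those meeting only one limit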;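 further: in these data hits start at about 27%; measured in HUVEC primary endothelial cells; signal is the percent of cells scored E-selectin positive by PE staining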
Target sequence (P16581 whole entry, looked up): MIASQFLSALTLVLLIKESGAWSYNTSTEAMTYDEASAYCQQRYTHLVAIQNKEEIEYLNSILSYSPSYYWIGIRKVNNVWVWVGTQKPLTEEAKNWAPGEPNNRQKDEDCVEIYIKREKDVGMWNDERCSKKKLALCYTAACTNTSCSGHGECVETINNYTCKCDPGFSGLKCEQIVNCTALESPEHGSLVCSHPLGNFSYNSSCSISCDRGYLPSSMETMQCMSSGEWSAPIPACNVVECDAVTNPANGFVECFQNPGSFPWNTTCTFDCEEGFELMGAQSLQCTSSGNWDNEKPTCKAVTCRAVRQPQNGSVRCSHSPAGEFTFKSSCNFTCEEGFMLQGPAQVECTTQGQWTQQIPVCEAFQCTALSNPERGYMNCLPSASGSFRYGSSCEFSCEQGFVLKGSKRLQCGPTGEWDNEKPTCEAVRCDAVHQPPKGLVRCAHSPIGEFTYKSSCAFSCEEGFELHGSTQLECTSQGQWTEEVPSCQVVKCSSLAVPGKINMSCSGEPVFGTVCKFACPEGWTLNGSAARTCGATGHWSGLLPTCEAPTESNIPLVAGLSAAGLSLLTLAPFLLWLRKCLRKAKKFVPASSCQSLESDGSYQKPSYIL
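Test system – human umbilical vein endothelial cells (HUVEC), E-selectin induction · Input – 3,000 HUVEC seeded per well · Buffer or medium – EGM-2, gelatin · Compound dosing – single-point compound dose · Detection – immunofluorescence imaging · Measure – percent E-selectin-positive cells · Controls – TNF-alpha high, DMSO low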
RAD54 branch = blocks human RAD54 Holliday junction branch migration. FAM/BHQ fluorescence. Q92698. inhibition, % at 10.4 µM. hit rate 0.14% among 360,000. AID 602329;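 active means mean normalized replicate activity at least 40 and at least half of replicates scoring 40 or more; inconclusive means only one of the two criteria met; inactive means mean below 40 and under half of replicates reaching 40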;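 further: 0% = median of neutral control wells and 100% = median of positive control wells; inhibitors cause a drop in the FAM fluorescence signal; in these data hits start at about 50%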
RAD52 inh = RAD52 (human) annealing inhibition | P43351 | hit rate 0.46% among 360,000 | inhibition, % at 18.7 µM | recombinant RAD52 DNA annealing, FRET fluorescence;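 active means every replicate showing at least 50% inhibition; inconclusive means mean inhibition at least 50% but not in every replicate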
Target sequence (P43351 whole entry, looked up): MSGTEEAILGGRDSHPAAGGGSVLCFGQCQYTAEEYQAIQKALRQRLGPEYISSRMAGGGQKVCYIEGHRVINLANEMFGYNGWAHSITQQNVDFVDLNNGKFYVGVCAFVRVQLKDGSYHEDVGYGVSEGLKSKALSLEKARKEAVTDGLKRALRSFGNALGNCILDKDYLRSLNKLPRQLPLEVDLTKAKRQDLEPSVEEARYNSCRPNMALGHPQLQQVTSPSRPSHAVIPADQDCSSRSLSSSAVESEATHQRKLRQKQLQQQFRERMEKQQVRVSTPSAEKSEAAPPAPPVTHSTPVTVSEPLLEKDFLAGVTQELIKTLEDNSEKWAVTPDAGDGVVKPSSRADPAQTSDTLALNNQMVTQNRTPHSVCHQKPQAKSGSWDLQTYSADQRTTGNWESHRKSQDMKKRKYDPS
CFTR F508del cor = CFTR F508del correction in bronchial cells | CFBE cells, YFP halide quenching; stimulated with forskolin plus potentiator P3; % fluorescence drop versus neutral controls | activity (quench increase), % at 7.58 µM | hit rate 0.36% among 350,000 | AID 720511;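 active means mean added fluorescence quench of at least 8% versus neutral control, with both replicates also reaching 8%; inconclusive means only one of the mean or replicate conditions met; inactive means mean below 8% and not both replicates reaching 8%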;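 further: cells transiently co-express mutant CFTR-F508del with the halide-sensitive YFP; corrector assay measuring rescue of mutant channel to the surface after 24 h compound exposure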
DENV2 CPE rescue = protects cells from dengue virus 2 cytopathic effect. DENV2-infected cells, cytopathic effect rescue, plate reader. CPE inhibition, % at 9.99 µM. hit rate 1.7% among 350,000. AID 651640; in the data active means CPE inhibition above about 20%, passing the limit was not always enough; inconclusive means no clear call, values can overlap the other calls; tested in BHK-21 cells;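 further: 0% = median of neutral control wells and 100% = median of positive control wells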
CASP6 VEID inh = caspase-6 (human) enzyme inhibition; hit rate 0.53% among 350,000; P55212; purified caspase-6, Z-VEID-R110 cleavage fluorescence; inhibition, % at 12.5 µM;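 active means mean inhibition across replicates at least about 35%, with every replicate also reaching that limit, limit read from the data; inconclusive means only one of the two criteria met; inactive means neither criterion met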;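 further: 0% = median of neutral control wells and 100% = no fluorescence left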
GSIS activator = GLuc luminescence reporter in INS-1E cells, primary screen for activators of glucose-dependent secretion of insulin | INS-1E GLuc reporter insulin secretion, 2-3 h | activation, % at 16.6 µM | hit rate 0.61% among 370,000;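 active means lowest replicate activation of at least 40%, so every replicate reaches that level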;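 further: 0% = median of neutral control wells and 100% = median of IBMX positive control wells; some compounds called inactive have numbers as strong as hits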
* = called active by the depositor; ? = inconclusive; / = not tested or not shown.

Values run as follows: XiGFP reactiv	E-selectin induc	RAD54 branch	RAD52 inh	CFTR F508del cor	DENV2 CPE rescue	CASP6 VEID inh	GSIS activator
(1) CC(C)(C)C1CCCCC1NC(=O)c1ccncc1 (centres undefined)
  0.2	-0.2	0	-12	-1.7	1	-2	-2
(2) C[C@@H]1CN([C@@H](C)CO)C(=O)c2cccc(NC(=O)Nc3ccc(F)cc3)c2O[C@H]1CN(C)C(=O)Nc1ccccc1
  -0.1	-0.2	-3	-9	0.0	-2	-3	8
(3) COc1ccc2[nH]c(=O)c(CN(C(=O)C(C)C)c3ccccc3OC)cc2c1
  -0.1	0.8	-1	-14	-1.0	-2	1	-9
(4) CC(C)C[C@H]1CN(CCCC[C@@H]2CNC(=O)C(=O)N2CC2CCCCC2)C(=O)C(=O)N1Cc1ccccc1
  -0.1	/	/	-7	-3.3	0	1	-16
(5) O=C(O)CC(Cc1ccccc1)C(=O)NCC12CC3CC(CC(C3)C1)C2 (centres undefined)
  0.0	/	/	0	2.4	2	-3	-5
(6) CC1CCCC(C)N1C(=O)COC(=O)CN1C(=O)c2ccccc2C1=O (centres undefined)
  0.0	/	8	-7	-2.0	2	-3	2
(7) Cc1ccc(-c2ccc([C@H]3[C@@H](CO)N4CCCCN(C(=O)Nc5cccc(F)c5)C[C@@H]34)cc2)cc1
  0.0	-0.7	3	/	3.8	/	/	-14
(8) Cc1cc(NC(=O)CCC(=O)N(c2ccccc2)C(C(=O)NC(C)(C)C)c2ccccc2Cl)no1 (centres undefined)
  -0.1	/	-6	-6	-1.1	?	-1	-12
(9) CC(C)(C)c1cc(C(=O)N/N=C/c2ccccn2)n[nH]1
  0.1	-0.1	1	-17	-0.8	-2	3	2
(10) O=C(/C=C/c1ccc([N+](=O)[O-])cc1)NCCOc1ccc(F)cc1
  0.0	/	/	13	0.2	11	5	-43
(11) Cc1ccc(CNc2nc(N)c([N+](=O)[O-])c(NCc3ccccc3)n2)cc1
  0.0	0.1	-7	/	/	/	/	126*
(12) CCCC#Cc1ccc([C@@H]2[C@H](CO)N3C(=O)CN(C(=O)Nc4ccc(F)cc4)C[C@@H]23)cc1
  0.6	0.6	/	3	-0.7	-3	0	-12
(13) Cc1ccc(Nc2nc(-c3ccncc3)nc3ccccc23)cc1
  -0.1	-0.2	-9	-14	-2.7	5	-3	5
(14) CC(=O)Nc1ccc(OCCOc2ccc(/C=C3/C(=N)N4C=CSC4=NC3=O)cc2)cc1
  0.2	0.1	-5	-29	-3.1	5	/	-10
(15) O=C(NN1CCOCC1)c1ccc(Br)s1
  0.1	-0.3	1	-22	0.6	2	0	-2
(16) CCCN(CC(=O)Nc1ccccc1C)C(=O)c1ccc(N2CCCC2=O)cc1
  0.0	0.1	-3	-8	0.8	6	-3	12
(17) C[C@@H]1CCCCO[C@@H](CN(C)S(=O)(=O)c2ccc(F)cc2)[C@H](C)CN([C@H](C)CO)C(=O)c2cc(NS(=O)(=O)c3ccc(F)cc3)ccc2O1
  0.0	-0.1	-14	/	1.4	3	/	5
(18) CO[C@H]1CN(C)C(=O)c2ccc(NC(C)=O)cc2OC[C@H](C)N(CC2CCCCC2)C[C@H]1C
  0.5	-0.2	0	12	3.3	0	-2	-5
(19) CC(C)CCNC(=O)c1c(CSc2ccc(Cl)cc2)noc1C(=O)NCc1ccccc1
  0.0	0.0	-4	/	-1.7	/	/	-11
(20) COc1ccc(CNC(=O)c2ccc(CS(=O)Cc3cccc(Cl)c3)o2)cc1 (centres undefined)
  0.0	/	10	-12	-1.5	4	0	-10

(next part)
Values run as follows: XiGFP reactiv	E-selectin induc	RAD54 branch	RAD52 inh	CFTR F508del cor	DENV2 CPE rescue	CASP6 VEID inh	GSIS activator
(21) CCOc1ccc(C(=O)NCC(=O)NCC(c2ccccc2OC)N2CCCC2)cc1 (centres undefined)
  0.3	/	1	-6	0.8	2	-167	3
(22) O=C(NNC(=S)Nc1ccccc1C(F)(F)F)C1CC1
  0.0	/	8	-18	-0.5	4	-4	13
(23) CC(NC(=O)C1CCCC1)c1ccc(Br)cc1 (centres undefined)
  0.1	0.0	1	4	-1.2	-9	1	-12
(24) O=C(NCCCN1CCCC1)C1CCC(=O)N1C1CCCCC1 (centres undefined)
  /	/	-12	-5	-0.3	/	-46	7
(25) O=c1cc(-c2ccc(O)c(O)c2)oc2cc(O)cc(O)c12
  0.1	0.0	20	-7	8.0*	6	12	/
(26) Cc1ccc(CCNC(=O)CNC(=S)N(Cc2ccccc2)Cc2cccnc2)cc1
  0.1	-1.8	/	-9	-3.4	12	2	-45
(27) O=C1c2cccc3c([N+](=O)[O-])ccc(c23)C(=O)N1O
  17*	2.0	-34	-9	0.8	0	27	-22
(28) CCCNC(=O)N1[C@H](CO)[C@@H]2c3ccccc3N(C(=O)NC(C)C)C[C@@H]21
  0.1	0.1	-20	17	2.9	-1	2	-1
(29) CCOC(=O)C(C)Oc1cccc2c(=O)n(CC(=O)NCCc3ccccc3)ccc12 (centres undefined)
  0.1	/	/	-16	-0.3	-3	0	-3
(30) C[C@H]1CN([C@@H](C)CO)C(=O)Cc2cc(NC(=O)Nc3cccc4ccccc34)ccc2O[C@H]1CN(C)C(=O)Nc1ccc(F)cc1
  0.1	-3.2	10	4	-1.9	-7	-2	-7
(31) COc1ccc(OC)c(S(=O)(=O)Nc2cc3c4c(c2)CCC(=O)N4CCC3)c1
  0.3	-0.1	12	1	0.5	10	0	34
(32) Cc1nc2c(OCCOc3ccc(F)cc3)cccn2c1N(C)C(=O)CCC1CCCC1
  0.0	-0.4	-8	6	3.6	5	5	-8
(33) NC(=O)NC(CC(=O)NCCc1ccc(S(N)(=O)=O)cc1)c1ccccc1Cl (centres undefined)
  0.2	1.1	11	1	6.0	2	1	36
(34) Cc1cccc(N(Cc2ccccc2)C(=O)c2ccc(F)c(S(=O)(=O)N3CCOCC3)c2)c1
  -0.4	-1.7	-9	-12	0.9	?	2	-23
(35) COc1ccccc1N(Cc1cc(=O)[nH]c2ccccc12)C(=O)C(C)C
  0.0	/	-4	-4	2.0	2	5	-3
(36) O=C(OCC(=O)c1c[nH]c2ccccc12)c1ccc(OC(F)F)cc1
  0.1	1.7	0	-14	2.7	8	0	-10
(37) Cc1nc(C)n(C(C)CNS(=O)(=O)c2ccc(C)c(C)c2)n1 (centres undefined)
  0.1	0.0	2	6	3.5	-1	-1	9
(38) C[N+]1(CC(=O)OCCCc2ccccc2)CCCCC1
  0.1	0.1	-8	-11	-4.5	-4	-8	14
(39) COc1ccc(NC(=O)c2cc(-c3cc(Cl)ccc3OC)n[nH]2)c(C)c1
  0.0	0.2	6	-6	-0.1	16	0	0
(40) O=C(N/N=C/C1=Cc2ccccc2OC1)c1ccncc1
  0.2	/	4	-15	-1.0	4	-2	-2

Further structures
Values run as follows: XiGFP reactiv	E-selectin induc	RAD54 branch	RAD52 inh	CFTR F508del cor	DENV2 CPE rescue	CASP6 VEID inh	GSIS activator
(41) COc1ccc(-c2csc(Nc3ccc(S(=O)(=O)Nc4cc(C)on4)cc3)n2)cc1C
  0.0	/	/	-13	7.2	3	21	-14
(42) O=C(CSc1nnc(CNC(=O)c2cccs2)o1)Nc1ccccc1
  0.0	-0.7	/	-11	-0.3	/	1	-1
(43) O=C(CN1C(=O)CCSc2ccccc21)NC1CCCCC1
  0.0	/	3	-8	-1.5	-6	0	1
(44) CC(Sc1nncs1)C(=O)Nc1ccc2c(c1)OCO2 (centres undefined)
  0.0	/	/	-8	0.6	2	-1	19
(45) CC(C)(C)c1ccc(S(=O)(=O)NCC2CCN(C(=O)C(=O)c3cccs3)CC2)cc1
  0.0	0.0	/	-17	0.4	17	4	-44
(46) COc1ccccc1C(=O)Nc1ccnn1C1CCN(Cc2ccc3nonc3c2)CC1
  0.2	/	/	-16	0.5	0	8	36
(47) CNC[C@H]1Oc2ncc(-c3ccc(C)cc3)cc2C(=O)N([C@@H](C)CO)C[C@H]1C
  0.5	0.1	-3	10	/	4	2	-12
(48) COc1cccc(NC(=O)Nc2ccc3c(c2)C(=O)N(C)C[C@H](OC)[C@H](C)CN(CC2CC2)[C@H](C)CO3)c1
  0.1	-0.3	-5	45	0.6	-3	-4	-4
(49) O=C(O)COc1ccccc1/C=N/NC(=O)c1ccc(F)cc1
  0.0	0.0	-6	-10	3.6	11	/	7
(50) O=C(Nc1ccccc1)N1CCCN(c2c(Cl)cncc2Cl)CC1
  0.2	0.2	/	-7	0.0	2	-2	5
(51) CC(=O)c1ccc(OCCCC(=O)Nc2ccc3c(c2)OCCO3)cc1
  0.2	-0.8	-3	-9	-0.3	0	-1	-9
(52) O=C(C[C@@H]1C[C@@H]2c3cc(NS(=O)(=O)c4ccc(F)cc4)ccc3O[C@@H]2[C@H](CO)O1)NCc1ccc(Cl)cc1
  0.6	0.3	-8	-7	-0.1	16	1	7
(53) O=C(N[C@@H](Cc1ccccc1)C(=O)N1CCN(S(=O)(=O)c2ccc(F)cc2)CC1)c1ccco1
  0.0	0.2	4	-11	-2.3	-3	3	-5
(54) OC(COc1ccccc1)CN1CCCC1 (centres undefined)
  0.2	/	/	-24	-0.3	-1	-1	-3
(55) Cn1cnc2c(cnn2C)c1=O
  0.2	-0.2	-5	-4	0.2	-6	-5	/
(56) CC(=O)O[C@H]1[C@@H](O)[C@H](O)[C@H](Oc2c(O)c(C)c3c4c2[C@@H](C)CC[C@@H]4[C@@H](C)C[C@@H]3C=C(C)C)O[C@H]1C
  /	/	-5	-16	0.6	-11	5	/
(57) CCN(c1ccccc1)S(=O)(=O)c1ccc(OC)c(NC(=O)c2ccc(=O)[nH]c2)c1
  -0.1	0.2	-1	-6	1.5	6	1	3
(58) COCC(=O)N(C)C[C@@H]1Oc2ncc(C#Cc3ccccc3)cc2C(=O)N([C@H](C)CO)C[C@@H]1C
  -1.1	0.7	12	-8	0.0	?	1	10
(59) O=C(Nc1ccc(F)cc1)Oc1ccc[nH]c1=O
  0.1	-0.1	1	17	4.3	1	2	0
(60) NNC(=O)c1c(O)c2cccc3c2n(c1=O)CCC3
  0.3	0.0	15	-15	-0.6	-6	1	22
(61) COc1ccc(N2C(=S)N=C(Nc3ccccc3)C23CCCCC3)cc1
  0.1	-1.2	/	4	-1.6	5	-1	3
(62) O=C(OCC(=O)N1CCOCC1)c1ccc(F)cc1Cl
  0.1	0.1	2	-9	-0.1	3	-3	0
